Screens deposited in PubChem BioAssay by National Center for Advancing Translational Sciences (NCATS).
Tb PFK block – T. brucei PFK enzyme inhibition. O15648. 330,000 tested, 0.17% active. Potency, µM (series often up to 57.5 µM), inactives show at the top dose activity, negative = inhibition, hits mostly inhibitors. T. brucei PFK, ADP-Glo luminescence. AID 485367;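 note: potency is the fitted concentration of half-maximal effect; 0% = uninhibited 1x PFK enzyme wells and -100% = no-enzyme wells; nearly all actives have a fitted effect of over 60% in size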
Target sequence (O15648 whole entry, looked up): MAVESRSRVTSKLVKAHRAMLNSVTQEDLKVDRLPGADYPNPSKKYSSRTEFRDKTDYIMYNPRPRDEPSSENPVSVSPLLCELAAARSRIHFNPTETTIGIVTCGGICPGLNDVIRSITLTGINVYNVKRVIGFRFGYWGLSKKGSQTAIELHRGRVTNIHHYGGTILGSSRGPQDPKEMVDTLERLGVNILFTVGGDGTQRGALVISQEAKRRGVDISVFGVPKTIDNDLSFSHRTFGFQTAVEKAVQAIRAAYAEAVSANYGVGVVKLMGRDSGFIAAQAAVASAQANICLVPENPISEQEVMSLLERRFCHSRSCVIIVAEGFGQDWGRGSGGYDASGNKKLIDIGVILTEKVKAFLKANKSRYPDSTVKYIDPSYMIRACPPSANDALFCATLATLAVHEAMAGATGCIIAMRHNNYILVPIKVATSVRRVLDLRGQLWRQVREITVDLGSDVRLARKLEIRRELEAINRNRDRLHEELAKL
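Compounds were pin-transferred as a titration series up to 57 uM into substrate buffer (0.5 mM F6P, 0.1 mM ATP, pH 8.0), then 1.25 nM PFK was added and reactions ran 45 min before ADP-Glo detection.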
GALK inhibitor – galactokinase (human) inhibition; Purified GALK, Kinase-Glo residual ATP luminescence; 270,000 tested, 0.007% active; Potency, µM (top dose mostly 57.5 µM), for the others: at the highest dose activity change, negative = inhibition, actives largely listed as inhibitors; P51570; AID 1868; note: potency is the fitted concentration of half-maximal effect; % is set by controls: 0 for no effect and ±100 for the full control effect
Target sequence (P51570 whole entry, looked up): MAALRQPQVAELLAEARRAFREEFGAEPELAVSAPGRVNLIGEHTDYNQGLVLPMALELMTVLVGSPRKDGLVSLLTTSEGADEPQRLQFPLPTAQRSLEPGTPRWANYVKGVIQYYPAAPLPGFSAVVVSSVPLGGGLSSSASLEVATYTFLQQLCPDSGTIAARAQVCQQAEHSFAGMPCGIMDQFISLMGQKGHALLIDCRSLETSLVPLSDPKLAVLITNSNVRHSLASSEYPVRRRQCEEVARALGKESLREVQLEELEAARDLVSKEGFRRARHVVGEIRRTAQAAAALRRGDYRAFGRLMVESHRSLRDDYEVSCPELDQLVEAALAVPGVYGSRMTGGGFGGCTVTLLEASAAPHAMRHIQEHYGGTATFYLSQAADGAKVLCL
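Human GALK (5 nM) with 35 uM ATP and 100 uM galactose in 20 mM HEPES pH 8.0, 5 mM MgCl2, 60 mM NaCl, 1 mM DTT, 0.01% BSA. After 1 h at room temperature, leftover ATP was read by Kinase-Glo Plus luminescence.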
TSHR antag – antagonists of human thyroid stimulating hormone receptor; 330,000 tested, 0.2% active; AID 504810; activity change, negative = inhibition, % at 11.5 µM; TSHR-expressing cells, TSH-stimulated cAMP HTRF, 2 h; stronger effect = lower value; P16473;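 active = activity change below a set negative limit, meaning inhibition stronger than a set level, cut at about -70% in these data; inconclusive = activity change between two set negative limits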; note: % is set by controls: 0 for no effect and ±100 for the full control effect
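Inhibition of cAMP made by TSHR-expressing cells under TSH stimulation (4nM final, EC80; 2 h, 37 deg C) is quantified with a one-step lysis HTRF kit, anti-cAMP cryptate versus cAMP-d2.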
TCR act – activators of T cell receptors; primary human leukocytes, anti-CD3, IL-2 HTRF, 48 h; Potency, µM (highest dose often 9.22 µM), for inactives: top-dose activation of IL-2 secretion, actives largely listed as activators; 330,000 tested, under 10 active; note: % of control where 0% means no effect
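Compounds are tested in HTS on primary human leukocytes co-incubated with a-CD3 beads for 48 hr. IL-2 output is measured by time-resolved FRET.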
FBPA coupling cs – counter-screen for Giardia aldolase inhibitors: coupling enzyme system; activity change, negative = inhibition, % at 58.2 µM, hits read low; 290,000 tested, 0.67% active; coupling enzyme system counterscreen, AmpLite Red fluorescence; in the data active = activity change below about -30%; note: % is set by controls: 0 for no effect and ±100 for the full control effect
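Counterscreen lacking aldolase: glyceraldehyde-3-phosphate coupling-enzyme reagent preincubated 10 min at RT with compound (at 57.5 uM final), then substrate/coupling system with AmpLite Red added; fluorescence read at 525/598 nm after 20 min RT.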
BCR signal inh – chronic active BCR signaling inhibition. Potency, µM (series often up to 46.1 µM), inactives show top-dose ratio change, negative = lower green/red ratio, usual class: inhibitors. 340,000 tested, 0.05% active. ABC-DLBCL IkBa-CBG/CBR reporter, luminescence ratio, 4 h. AID 493014; active = well fitted inhibition curve with a large enough effect in the signal ratio, with a control signal flat, not every such curve was filed as active; inconclusive = small, poorly fitted or top-dose-only effect, or effect the other way, or a change in a side signal; the % refers to the signal ratio;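 note: potency is the fitted concentration of half-maximal effect; plate controls were basal doxycycline-induced cells for no effect and cells given 10 µM MG132 for full effect; MG132 reads +100%, hits lower the ratio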
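TMD8 ABC-DLBCL cells carrying doxycycline-inducible green luciferase fused to IkappaBalpha plus unfused red luciferase were exposed to compounds (up to 46 uM) for 4 hrs at 37C. Activity came from the overlap-corrected green/red luminescence ratio.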
AT treatment – potential ataxia-telangiectasia treatments restoring KAP-1 phosphorylation; […] A-T fibroblasts, KAP-1 phosphorylation AlphaLISA; neocarzinostatin DNA damage 30 min before lysis; Potency, µM (titrated, usually from 57.5 µM), without a hit: top-dose activation, usual class: activators; 320,000 tested, 0.19% active; AID 485349; note: potency is the fitted concentration of half-maximal effect; % of control where 0% means no effect; nearly all actives have a fitted effect of over 45% in size
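ATM-like activity read as KAP-1 phosphorylation via AlphaLISA donor/acceptor antibody pairs after lysis and 6 hr at 25C. Cells were ATM-null patient fibroblasts ([…], hTERT), dosed 60 min, then exposed to the DSB inducer NCS for 30 min.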
Giardia kill – kills Giardia lamblia | AID 540267 | 340,000 tested, 0.15% active | Giardia lamblia trophozoite viability | activity change, % at 7.66 µM, hits read low; in the data active = activity change below about -80%; inconclusive = between about -30% and that limit;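 note: parasites exposed to compound for two days anaerobically before the ATP read; % is set by controls: 0 for no effect and ±100 for the full control effect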
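Giardia lamblia trophozoites (100 cells/well) were incubated with compounds for 48 h at 37 deg C under anaerobic conditions. Viability was read as ATP content by one-step luminescence after 15-30 min at room temperature.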
MLL CXXC-DNA inh – blocks binding of human MLL CXXC domain to DNA | MLL-CXXC / FITC-HOXA9 DNA fluorescence polarization | Potency, µM (top dose mostly 115 µM), for inactives: top-dose activity change, negative = inhibition, hits mostly inhibitors | Q03164 | 290,000 tested, 0.037% active; active = well fitted inhibition curve with a large enough effect in the polarisation, with a control signal flat, not every such curve was filed as active; inconclusive = small, poorly fitted or top-dose-only effect, or effect the other way, or a change in a side signal; inactive = no such curve, though single readings can be large or run the other way; the % refers to the polarisation; note: potency is the fitted concentration of half-maximal effect
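Steps: dispense CXXC domain solution (7 uM) → pin compounds or unlabeled HOX-A9 DNA control → 5 min ambient → add FLSN-HOX-A9 solution (50 nM) → spin → 30 min ambient → fluorescence polarization. Tris pH 7.5/NaCl/DTT/BSA buffer.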
KCNH2 WT inh – inhibitors of human wildtype KCNH2 potassium channel | Q12809 | U2OS, BacMam KCNH2, thallium flux FluxOr; stronger effect = lower value | activity change, % at 1.84 µM | 340,000 tested, 0.37% active;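 active = maximum activity change below -70%; inconclusive = maximum activity change between -70% and -50%; inactive = maximum activity change above -50%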; note: % is set by controls: 0 for no effect and ±100 for the full control effect
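U2OS cells transduced with wild-type KCNH2 virus are loaded with FluxOr dye for 45 min, and thallium flux is measured in kinetic reads before and after stimulation buffer. Rate constants are normalized to DMSO controls.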
Numbers without * were called inactive; ? = inconclusive; nt = no result given; [ ] = remark or other dose. Unless noted, calls come from the whole dose curve; as a rule, active = well fitted curve in the direction sought with a large enough effect; inconclusive = small, poorly fitted or top-dose-only effect, or another doubt; inactive = no such curve, though single readings can be large; an effect the other way counts as inactive or inconclusive.

Every second line gives: Tb PFK block	GALK inhibitor	TSHR antag	TCR act	FBPA coupling cs	BCR signal inh	AT treatment	Giardia kill	MLL CXXC-DNA inh	KCNH2 WT inh
Cn1c(SCC(=O)Nc2ccc(NC(=O)c3ccccc3F)cc2)nnc1-c1ccncc1
 : 1.4%	1.6%	-4.1	14.9%	-0.2	-0.9%	1.3%	-16.0	16.5%	-10.4
CCc1ccc(NC(=O)c2ccc3c(c2)C(=O)N(Cc2ccco2)C3=O)cc1
 : ?	-1.8%	-8.6	3.2%[46.1 µM]	-1.9	?	5.0%	15.7	-1.7%	2.1
Cc1cccc(C(=O)Nc2nnc(-c3ccc(C(C)(C)C)cc3)s2)c1
 : 0.0%	-1.2%	4.0	2.7%	0.8	18.3%	-5.7%	-10.7	?	-2.8
CCOC(=O)c1sc(Nc2nc3c(F)cccc3s2)cc1C
 : -0.4%	-0.1%	17.0	-4.2%[46.1 µM]	-2.8	?	5.8%	9.9	-17.8%	-3.3
CN(C)c1nc(N)c([N+](=O)[O-])c(NCCO)n1
 : -5.6%	2.3%	10.8	-4.0%[46.1 µM]	-0.9	0.6%	3.1%	-14.8	-3.8%	12.1
O=C(Nc1ccc2ccccc2n1)c1ccc(Cl)cc1
 : -0.7%	0.8%	5.7	6.6%	-1.9	?	0.0%	-13.7	14.8%	-3.9
COc1ccc(OC)c(CNC(=O)C2CCCN(S(=O)(=O)N3CC(C)CC(C)C3)C2)c1 (stereo not drawn)
 : -5.2%	4.6%	-2.8	-3.0%	nt	3.3%	7.7%	1.3	33.2%[activator]	8.4
COC(=O)N/N=C/c1ccc([N+](=O)[O-])s1
 : -11.5%	nt	2.7	-0.2%[46.1 µM]	3.0	7.4%	-0.6%	?	-2.3%	4.3
COCc1cc(C)nc(SCC(=O)Nc2ccc(N3CCOCC3)cc2)c1C#N
 : 1.1%	0.3%	-6.2	-1.7%	1.2	-0.1%	-1.3%	22.5	5.1%	0.5
CCC(=O)c1ccc(OCC(=O)OCC(=O)N2CCc3ccccc32)cc1
 : -0.2%	nt	-5.4	-2.2%	nt	4.8%	-3.4%	10.4	nt	-1.6
Cc1nc2ccc(Cc3ccc4nc(C)[nH]c4c3)cc2[nH]1
 : -1.6%	-1.7%	4.6	2.0%[46.1 µM]	2.4	?	nt	5.1	-1.9%	0.0
CCCn1c(SCC(=O)Nc2ccc(OC)cc2)nnc1-c1ccncc1
 : -3.1%	-0.2%	-5.7	-8.6%	-1.3	8.6%	-0.9%	-15.2	-0.6%	3.1
COc1ccccc1/C=N/NC(=O)c1nnn(-c2nonc2N)c1CN(C)c1ccccc1
 : -0.5%	-2.8%	9.4	7.5%	-3.6	-6.2%	-3.4%	4.4	18.8%	-6.7
Cc1cccc(C)c1NC(=O)C(NC(=O)c1ccccn1)c1ccccc1[N+](=O)[O-] (stereo not drawn)
 : ?	-0.5%	1.2	0.7%[46.1 µM]	-4.7	6.1%	5.4%	-6.5	-2.3%	nt
Cc1ccc(C)c(S(=O)(=O)N2CCCOC2CNC(=O)C(=O)NCc2ccco2)c1 (stereo not drawn)
 : 1.8%	-0.5%	-1.7	-1.4%[46.1 µM]	1.7	-0.1%	-8.5%	9.9	10.8%	1.3
CS(=O)(=O)N(CC(=O)N1CCN(c2ccccc2F)CC1)c1cc(C(F)(F)F)ccc1Cl
 : 0.2%	1.1%	10.6	5.1%	0.4	?	nt	-8.5	-0.9%	-2.7
CCOc1ccccc1C(=O)N[C@H](C(=O)OCc1csc(CC(=O)Nc2ccc(C)cc2)n1)C(C)C
 : 1.3%	nt	3.4	7.3%[46.1 µM]	nt	?	nt	-19.5	nt	-2.7
O=C(NCC1COc2ccccc2O1)c1ccc(Br)s1 (stereo not drawn)
 : 0.7%	-2.6%	-3.1	-3.6%	0.3	19.9%	-3.2%	-17.7	-3.8%	2.9
COC1=C(Nc2ccccc2)C(=O)c2ccccc2C1=O
 : 15.5%	3.0%	16.6	10.4%[46.1 µM]	-33.0*	-0.8%	-33.5%	-2.1	-1.1%	0.8
Cc1ccc(NN2C(=O)C=C(c3ccc(Cl)cc3)C2=O)cc1
 : 3.9%	-0.9%	6.1	-4.4%	-2.4	?	5.6%	-2.1	20.1%	3.1
Nc1nc(SCC(=O)N2CCN(c3ccccc3)CC2)n[nH]1
 : 7.1%	-7.3%	0.9	7.0%	nt	3.2%	4.0%	10.0	0.2%	34.7
O=C(CNC(=O)c1ccco1)N=Nc1c(O)[nH]c2ccc(Br)cc12
 : -8.7%	6.0%	2.2	-2.0%	-11.7	3.4%	-2.3%	9.7	6.6%	-8.4
COc1ccccc1NS(=O)(=O)c1cccc(C(=O)N/N=C/c2c(CO)cnc(C)c2O)c1
 : 0.1%	nt	-5.1	8.3%	nt	-5.5%	-6.3%	1.3	nt	-13.3
COc1ccc(/C=C2\SC(=N)N(c3ccc(F)cc3)C2=O)cc1
 : -0.6%	7.1%	2.9	4.0%	3.4	-1.1%	7.6%	-2.1	-8.4%	0.0
Cc1cc(C(=O)CN2C(=O)C(=O)N(Cc3ccccc3)C2=O)c(C)n1-c1ccccc1F
 : -2.3%	15.1%	-6.0	1.1%	-9.6	-3.3%	1.9%	-13.0	-3.4%	-0.6
COc1ncccc1-c1nnn(-c2ccc(Cl)c(Cl)c2)n1
 : -2.2%	0.7%	1.8	-1.6%	5.6	?	9.2%	-19.9	-15.1%	-1.2
Cc1nc(Nc2cccc(C(C)O)c2)c2nnn(Cc3ccc(F)cc3)c2n1 (stereo not drawn)
 : -0.1%	1.3%	-15.6	-5.3%	-0.4	?	1.9%	-8.4	2.5%	3.2
O=[N+]([O-])c1ccccc1-n1cnc2ccccc21
 : -3.9%	-0.8%	-1.4	6.4%	0.2	-2.0%	4.4%	32.5[activator]	-9.9%	10.7
COc1ccc(C)cc1NC(=O)CN1C(=O)COc2ccc(S(=O)(=O)N3CCCCCC3)cc21
 : 1.2%	-6.0%	-2.8	-0.2%	1.2	2.4%	-5.9%	-6.0	0.3%	-11.2
CCOC(=O)c1[nH]c2ccc(F)cc2c1NC(=O)c1cc(OC)c(OC)c(OC)c1
 : 2.6%	-3.3%	8.2	3.2%	-9.9	-17.0%	4.4%	7.1	4.8%	3.2

Next structures:
Every second line gives: Tb PFK block	GALK inhibitor	TSHR antag	TCR act	FBPA coupling cs	BCR signal inh	AT treatment	Giardia kill	MLL CXXC-DNA inh	KCNH2 WT inh
Cc1ccc(C(=O)N/C(=C\c2cn(C)c3ccccc23)C(=O)OCCN(C)C)cc1
 : -5.1%	-1.5%	0.6	-0.1%	1.1	1.0%	-2.9%	4.9	1.5%	4.3
Cc1nnc(SCC(=O)NC(C)(C)C)n1NCc1ccc(N(C)C)cc1
 : -1.1%	6.9%	1.0	-1.7%	-1.3	9.7%	1.6%	11.7	3.0%	-7.5
COc1ccc([N+](=O)[O-])cc1N(CC(=O)Nc1ccccc1C(=O)N1CCOCC1)S(C)(=O)=O
 : -5.0%	2.6%	24.5	-2.2%	nt	-5.8%	-10.1%	1.9	6.9%	0.6
COc1ccc(/C=N/NC(=O)C2c3ccccc3-c3ccccc32)cc1
 : 4.0%	-1.9%	5.5	-4.3%[46.1 µM]	0.0	-0.8%	6.1%	10.3	1.1%	27.8
CCOCCCNC(=O)C1CCCN1S(=O)(=O)c1ccc(Cl)cc1 (stereo not drawn)
 : 2.9%	6.0%	3.4	nt	3.0	3.2%	3.0%	13.4	-3.4%	-8.5
Cc1nc(NC(=O)CSc2nnc3ccccn23)c(Cl)cc1Cl
 : 0.2%	-1.7%	10.3	-2.4%	-0.1	?	1.2%	-9.5	6.7%	-4.0
c1cc[n+](CCC[n+]2ccccc2)cc1
 : 14.8%	2.0%	-6.3	10.3%	1.3	-0.6%	10.9%	9.2	4.2%	-30.0
Cc1cccc(NC(=O)c2ccc(C)c(S(=O)(=O)N3CCCCC3)c2)n1
 : 5.2%	nt	3.6	-4.1%	nt	17.0%	9.8%	7.0	nt	-12.9
Cc1ccc(S(=O)(=O)N(C)C)cc1NC(=O)COC(=O)c1ccc2c(c1)NC(=O)CS2
 : 0.3%	nt	-2.0	-2.9%	2.8	?	6.9%	-8.6	2.8%	1.4
O=C(NCc1ccccc1)c1cccc(F)c1F
 : -16.9%	3.4%	16.8	-3.6%	1.7	-1.9%	-0.3%	8.6	0.4%	-8.1
COc1ccc(-c2csc(/C(C#N)=C/Nc3ccc4c(c3)OCCO4)n2)cc1
 : 11.1%	0.2%	-16.9	-4.2%[46.1 µM]	-0.8	-5.0%	-0.6%	-6.9	39.6%[activator]	nt
COc1ccc(C2Nc3ccccc3C(=O)N2c2ccc(F)cc2)cc1Cn1nnc2ccccc21 (stereo not drawn)
 : 2.6%	-2.1%	2.0	-7.3%[46.1 µM]	2.8	-25.5%	2.6%	8.0	8.8%	-0.2

Outcome played no part in choosing rows. About 1.6% of those tested had a hit in this group.
